Assay outcomes: PubChem, Broad Institute
F508del corr: correctors of CFTR F508del function in bronchial epithelial cells. AID 720511. activity (quench increase), % at 7.58 µM. 0.36% of 350,000 active. CFBE cells, YFP halide quenching; stimulated with forskolin plus potentiator P3; % fluorescence drop versus neutral controls;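 active = mean added fluorescence quench of at least 8% versus neutral control, with both replicates also reaching 8%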;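 note: cells transiently co-express mutant CFTR-F508del with the halide-sensitive YFP; corrector assay measuring rescue of mutant channel to the surface after 24 h compound exposure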
miR-122 sensor: blocks miR-122 activity in Huh7 sensor cells; Huh7 miR-122 Renilla luciferase sensor, 48 h; neutral wells = 0, positive control = 100; activation (reporter increase), % at 12.5 µM; 0.3% of 340,000 active; AID 602342;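 active = mean replicate activation score at least 90 and every replicate individually at or above 90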;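 note: higher luciferase means less miR-122 activity so hits act as miR-122 inhibitors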
GSIS activator: primary screen for activators of insulin secretion dependent on glucose, INS-1E cells, GLuc reporter luminescence; activation, % at 16.6 µM; INS-1E GLuc reporter insulin secretion, 2-3 h; AID 743287; 0.61% of 370,000 active;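 active = lowest replicate activation of at least 40%, so every replicate reaches that level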;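 note: 0% = median of neutral control wells and 100% = median of IBMX positive control wells; some compounds called inactive have numbers as strong as hits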
PGC1a acetyl inh: lowers PGC1a acetylation signal in U2OS cells | AlphaScreen anti-acetyl-lysine; with virally co-expressed GCN5 acetyltransferase | inhibition, % at 15.6 µM | 0.17% of 350,000 active | AID 651687;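 active = every replicate shows inhibition of at least 40%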;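 note: 0% = neutral control wells and 100% = positive control wells; some results beyond the cut were filed as inactive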
PglD DTNB: PglD (C. jejuni) enzyme inhibition. purified PglD enzyme, DTNB colorimetric CoA detection. inhibition, % at 12.5 µM. 0.098% of 360,000 active. AID 602405; in the data active = inhibition above about 16%, passing the limit was not always enough; note: strong numbers were not always called active
C2C12 statin: suppressors of simvastatin-induced myotoxicity in C2C12 myotubes; ATP luminescence, 48 h; scaled: DMSO 0, geranylgeraniol control 100; rescue of ATP level, % at 7.49 µM; 0.78% of 330,000 active; AID 602340;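 active = mean ATP rescue above about 67%, or every replicate alone reaching that limit, limit read from the data, passing the limit was not always enough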;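 note: myotubes were challenged with 10 µM simvastatin during compound exposure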
FN deposition inh: fibronectin deposition inhibition; inhibition, % at 12.6 µM; AH1F fibroblasts, Alexa488-fibronectin deposition fluorescence, overnight; 0.086% of 350,000 active;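 active = mean inhibition across replicates of 30% or more, regardless of how many single replicates reach that level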;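 note: positive control wells lacked labelled fibronectin entirely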
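material = AH1F fibroblast monolayer depositing Alexa488-labelled fibronectin into matrix | amount = 10000 AH1F cells/well | buffer or medium = DMEM plus 2% serum, read in PBS | incubation = 1 h cell adhesion before compound, then overnight fibronectin incubation | detection = fluorescence at 485 nm excitation, 525 nm emission | evaluation = percent inhibition as loss of matrix-bound fibronectin fluorescence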
Cneo AK release: causes C. neoformans cell lysis | 0.2% of 360,000 active | adenylate kinase release luminescence, 4 h; normalised: neutral wells 0, clomiphene wells 100 | AID 651654 | lysis activity, % at 15 µM;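 active = mean lysis activity across replicates of at least 80%, whatever share of replicates individually reach that level; inactive = mean lysis activity below 80%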
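Material – Cryptococcus neoformans yeast cells · Quantity – 5 × 10^6 yeast cells/mL · Buffer or medium – YPD medium · Compound – single dose · Timing – 4 h static compound exposure, 37 °C, read 1 h post-reagent · Signal – adenylate kinase release luminescence · Read-out basis – lysis from increased AK signal · Benchmarks – Clomiphene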
Starred values were filed as active, the others as inactive; nt = not tested or not shown; [ ] = remark or other dose.

Below each SMILES – GSIS activator | C2C12 statin | FN deposition inh | miR-122 sensor | PglD DTNB | F508del corr | PGC1a acetyl inh | Cneo AK release
Cc1ccc(-c2noc(CNC(=O)COc3ccccc3C)n2)cc1
 : -1 | 13 | 4 | -4 | 2 | -0.6 | nt | 11
CCOc1cc(/C=N/Nc2cccc(C(=O)O)c2)ccc1OCC(=O)N1CCCCC1
 : 7 | nt | -10 | -3 | nt | -0.5 | 0 | nt
CCOC(=O)N1CCN(C(=O)/C(=C/c2cccc3ccccc23)NC(=O)c2ccc(OC)c(OC)c2)CC1
 : -11 | nt | -6 | -12 | -2 | nt | -4 | -2
COc1ccc2c(CN3CCN(S(=O)(=O)c4cccs4)CC3)cc(=O)oc2c1
 : 1 | nt | 11 | -5 | 1 | nt | 10 | -4
O=C1c2ccccc2C(=O)N1CCCn1ccnc1
 : 33 | 1 | -3 | 2 | 12 | -1.3 | 9 | 4
CC(=O)Nc1ccc(C=NNc2ccc(S(=O)(=O)Nc3ccccc3C(=O)O)cc2[N+](=O)[O-])cc1
 : nt | 1 | 4 | nt | -6 | 0.0 | -1 | 2
CN1CCN(S(=O)(=O)c2ccc(NC(=O)C(C)(C)C)cc2)CC1
 : 0 | 36 | nt | -4 | 0 | -1.1 | -5 | -7
CCc1nnc(NC(=O)c2ccc(OCc3c(C)noc3C)c(OC)c2)s1
 : 4 | 2 | 3 | -9 | 2 | 0.9 | nt | 0
C[C@H](CO)N1C[C@H](C)[C@H](CN(C)Cc2ccc3c(c2)OCO3)Oc2ccc(NS(=O)(=O)c3ccccc3)cc2C1=O
 : -9 | 30 | -9 | 4[16.7 µM] | 2 | 1.9 | 9 | -1
NS(=O)(=O)c1ccc2c(c1)oc(=O)c1cc(S(N)(=O)=O)ccc12
 : 13 | 8 | -18 | -8 | 2 | 5.4 | nt | 4
CN(C)/C=C/C(=O)c1cccc(Oc2ncccn2)c1
 : -4 | -14 | 3 | -5 | 2 | -1.4 | 0 | 3
COC1C(CO)OC(n2c3c(Cl)cccc3c3c4c(c5c6cccc(Cl)c6[nH]c5c32)C(=O)NC4=O)C(O)C1O (stereo not given)
 : 2 | nt | -11 | -9 | nt | 9.8* | 35 | nt
CC(CCC(=O)Nc1nncs1)C(=O)O (stereo not given)
 : nt | 5 | 14 | -6 | 4 | 0.9 | 1 | 0
C=CCNC(=S)NCC
 : 7 | 0 | 3 | 4 | -1 | -2.0 | nt | -3
CN(c1ccc(C(=O)NC2CC3CCC2C3)cc1)S(C)(=O)=O (stereo not given)
 : nt | 4 | 0 | 1 | -1 | nt | 3 | 0
COc1ccccc1NC(=O)CN(c1ccccc1F)S(C)(=O)=O
 : nt | 9 | -10 | 4 | 4 | nt | -6 | -4
C[C@H](CO)N1C[C@H](C)[C@@H](CN(C)S(=O)(=O)c2cn(C)cn2)Oc2ccc(NS(C)(=O)=O)cc2CC1=O
 : 15 | -38 | nt | -7[16.7 µM] | -1 | -1.7 | 10 | 55
CC(C)[C@H](N)c1nnc(SCC(=O)c2ccc(Cl)cc2)o1
 : 15 | 1 | nt | nt | -1 | nt | -4 | 0
CO[C@H]1CN(C)C(=O)c2cc(NC(=O)C3CC3)ccc2OC[C@@H](C)NC[C@@H]1C
 : 1 | 13 | -2 | nt | -1 | 0.9 | -18 | -17
c1ccc(C2[C@H]3CN(CC4CCCCC4)[C@H](c4ccccc4)C34CC2(c2ccccc2)C4)cc1 (stereo not given in full)
 : 4 | -11 | -9 | 22 | -2 | -0.7 | nt | 2
C[C@@H]1CCCCO[C@@H](CN(C)Cc2ccncc2)[C@@H](C)CN([C@@H](C)CO)C(=O)c2cc(NC(=O)C3CCCCC3)ccc2O1
 : -5 | -72 | nt | -3[16.7 µM] | nt | -2.1 | -3 | nt
Clc1ccc2nc(N3CCCCC3)[nH]c2c1
 : -5 | nt | nt | -15 | 2 | nt | 1 | 2
CCC(CC)C(=O)Nc1cccc(C(=O)NCc2ccco2)c1
 : -7 | -2 | nt | nt | 2 | nt | 6 | 0
COc1ccc(C(=O)CSc2nnc(CCc3ccccc3)n2-c2ccccc2)cc1
 : -22 | -35 | -7 | 35 | -3 | nt | -4 | -8
CCc1ccc(N2CCN(C(=O)c3ccc(OC)c(OC)c3)CC2)cc1
 : -1 | 8 | -10 | -7 | -5 | -1.3 | nt | -2
Nn1c(SCC(=O)NC(=O)NCc2ccco2)nnc1-c1ccc(OC(F)F)cc1
 : 1 | 10 | nt | -3 | -4 | nt | 59 | 2
COc1ccc(NC(=O)Nc2cccc3c2O[C@@H](CN(C)C(=O)Nc2ccc(OC)cc2)[C@H](C)CN([C@@H](C)CO)C3=O)cc1
 : -9 | 18 | nt | -3[16.7 µM] | 1 | -1.4 | 12 | -6
O=C(/C=C/c1cccc([N+](=O)[O-])c1)Nc1ccc(NC(=O)c2cccs2)cc1
 : -2 | nt | nt | 7 | -5 | nt | -8 | -1
O=C(CCN1CCCCC1)N[C@H]1CC[C@@H](CCNS(=O)(=O)c2ccccc2)O[C@@H]1CO
 : 11 | -10 | nt | -7[16.7 µM] | 5 | 1.7 | -8 | nt
CO[C@@H]1CN(C)C(=O)c2cc(NC(=O)CC(F)(F)F)ccc2OC[C@@H](C)N(S(=O)(=O)c2cn(C)cn2)C[C@@H]1C
 : 0 | -19 | -10 | nt | 1 | 0.8 | 3 | 0

Other records.
Below each SMILES – GSIS activator | C2C12 statin | FN deposition inh | miR-122 sensor | PglD DTNB | F508del corr | PGC1a acetyl inh | Cneo AK release
CCCOc1ccc(/C=C/C(=O)N2CCN(c3ccccn3)CC2)cc1
 : 2 | nt | 8 | nt | nt | 1.9 | 7 | nt
C[C@@H]1CN([C@H](C)CO)C(=O)c2cc(NC(=O)Nc3ccc(F)cc3)ccc2O[C@@H](C)CCCCO[C@@H]1CN(C)S(=O)(=O)c1cccs1
 : -5 | -64 | nt | -1[16.7 µM] | -8 | -3.1 | -25 | -4
CCOC(=O)CNC(=O)CSc1nc(-c2ccc(OC)cc2)ns1
 : 22 | 0 | -4 | -7 | 1 | -0.1 | -4 | -9
COc1ccccc1CN(C)C(=O)c1cc(S(=O)(=O)N2CCCCCC2)ccc1OC
 : -40 | -13 | 4 | 27 | -4 | 1.2 | nt | 0
Cn1c(C(=O)NCCOc2ccccc2Cl)cc(=O)n(C)c1=O
 : -1 | -5 | -2 | -9 | -1 | 0.6 | -8 | 1
Cc1c(C)n(CCc2ccccc2)c2ncnc(NCCCN(C)C)c12
 : 32 | -8 | 9 | -4 | -1 | -2.5 | 1 | 3
O=C(CN1C(=O)NC2(CCc3ccccc32)C1=O)NCCc1ccccc1 (stereo not given)
 : 1 | -2 | 9 | nt | 6 | 3.8 | nt | 2
Cc1ccc(S(=O)(=O)Nc2ccc3c(c2)C(=O)N([C@@H](C)CO)C[C@@H](C)[C@H](CN(C)S(=O)(=O)c2cccs2)O3)cc1
 : -7 | 100* | nt | -2[16.7 µM] | 1 | -1.2 | -1 | -1
CCCN(CC(=O)Nc1ccccc1C)C(=O)/C=C/c1cccs1
 : -14 | 0 | 7 | -5 | 8 | 1.0 | nt | 4
O=C(Nc1ccc(NC(=O)c2ccccc2F)cc1)c1ccccc1F
 : -4 | 6 | -6 | 7 | 0 | 1.9 | 0 | 1
N#C/C(=C\c1cccc(O)c1)C(=O)Nc1ccc2c(c1)OCCO2
 : 20 | -2 | 8 | 12 | 0 | -0.5 | -1 | -12
CN1C(=O)c2cc(NC(=O)C3CCCC3)ccc2OC[C@@H]2O[C@@H](CC(=O)NCc3ccccc3F)CC[C@H]21
 : -11 | nt | -2 | nt | nt | -0.6 | -5 | nt
CN(C)c1cccc(C(=O)NCC2CCCO2)c1 (stereo not given)
 : nt | nt | nt | -4 | 7 | nt | 7 | 0
CCCCn1c(NC(C)CC)nc2c1c(=O)[nH]c(=O)n2C (stereo not given)
 : 129* | 25 | nt | nt | -4 | nt | nt | -4
O=c1c2ccccc2nc2n1CCCN2
 : -5 | nt | 3 | nt | -5 | -1.9 | 3 | 1
CCNC(=O)C[C@H]1CC[C@@H]2[C@@H](COc3ccc(NC(=O)Nc4ccccc4C)cc3C(=O)N2C)O1
 : -3 | 23 | 1 | -1[16.7 µM] | 1 | 0.0 | -5 | 2
C[C@H](O)C#Cc1cnc2c(c1)C(=O)N([C@H](C)CO)C[C@@H](C)[C@H](CN(C)CC1CCOCC1)O2
 : 9 | -5 | -3 | 9[16.7 µM] | 5 | 1.8 | 1 | 0
O=C(NCCN1CCOCC1)c1ccccc1Oc1ccccc1
 : nt | 5 | nt | -4 | -2 | nt | 9 | 1
CCc1ccc(NC(=O)CCNC(=O)Cn2ccc3ccccc3c2=O)cc1
 : 14 | -27 | 2 | -5 | -6 | 0.8 | 4 | 1
CCN(C[C@H]1[C@H](c2ccc(-c3ccccc3)cc2)[C@H](CO)N1CC1CC1)C(C)=O
 : -8 | 5 | 0 | 6[16.7 µM] | 0 | 1.9 | -45 | -1
CCOC(=O)CSc1nc(=O)n2ccc(C)cc2n1
 : 6 | nt | 7 | 0 | nt | 0.0 | 10 | nt
CCN(CC)CCNC(=O)c1ccc(NC2=NC3CS(=O)(=O)CC3S2)cc1 (stereo not given)
 : 3 | -8 | -2 | -2 | -7 | -0.2 | 2 | -1
Cc1ccc(C(=O)OCC(=O)NCC2COc3ccccc3O2)cc1 (stereo not given)
 : 6 | 4 | -8 | 2 | 0 | -1.4 | -7 | 0
COc1ccc(N2CCN(C(=O)CN(C)S(=O)(=O)c3ccc4c(c3)c(=O)n(C)c(=O)n4C)CC2)cc1
 : 8 | nt | -24 | nt | nt | -0.9 | -9 | nt

GSIS activator, what is marked active above.
Compound | GSIS activator | miR-122 sensor | PglD DTNB | F508del corr | PGC1a acetyl inh
CCCCn1c(NC(C)CC)nc2c1c(=O)[nH]c(=O)n2C (stereo not given) | 129* | nt | -4 | nt | nt

Filtered by structure: the compounds so far with a thiophene ring, fused or not
Below each SMILES – GSIS activator | C2C12 statin | FN deposition inh | miR-122 sensor | PglD DTNB | F508del corr | PGC1a acetyl inh | Cneo AK release
COc1ccc2c(CN3CCN(S(=O)(=O)c4cccs4)CC3)cc(=O)oc2c1
 : 1 | nt | 11 | -5 | 1 | nt | 10 | -4
O=C(/C=C/c1cccc([N+](=O)[O-])c1)Nc1ccc(NC(=O)c2cccs2)cc1
 : -2 | nt | nt | 7 | -5 | nt | -8 | -1
C[C@@H]1CN([C@H](C)CO)C(=O)c2cc(NC(=O)Nc3ccc(F)cc3)ccc2O[C@@H](C)CCCCO[C@@H]1CN(C)S(=O)(=O)c1cccs1
 : -5 | -64 | nt | -1[16.7 µM] | -8 | -3.1 | -25 | -4
Cc1ccc(S(=O)(=O)Nc2ccc3c(c2)C(=O)N([C@@H](C)CO)C[C@@H](C)[C@H](CN(C)S(=O)(=O)c2cccs2)O3)cc1
 : -7 | 100* | nt | -2[16.7 µM] | 1 | -1.2 | -1 | -1
CCCN(CC(=O)Nc1ccccc1C)C(=O)/C=C/c1cccs1
 : -14 | 0 | 7 | -5 | 8 | 1.0 | nt | 4
